Bioassay records (PubChem)
TcdB GH inh: blocks C. difficile toxin B glycohydrolase activity; P18177; TcdB glycohydrolase enzymatic assay, plate reader; inhibition, % at 9.99 µM; 0.24% of 350,000 active; AID 652162; in the data active = inhibition above about 10%
Target sequence (P18177 whole entry, looked up): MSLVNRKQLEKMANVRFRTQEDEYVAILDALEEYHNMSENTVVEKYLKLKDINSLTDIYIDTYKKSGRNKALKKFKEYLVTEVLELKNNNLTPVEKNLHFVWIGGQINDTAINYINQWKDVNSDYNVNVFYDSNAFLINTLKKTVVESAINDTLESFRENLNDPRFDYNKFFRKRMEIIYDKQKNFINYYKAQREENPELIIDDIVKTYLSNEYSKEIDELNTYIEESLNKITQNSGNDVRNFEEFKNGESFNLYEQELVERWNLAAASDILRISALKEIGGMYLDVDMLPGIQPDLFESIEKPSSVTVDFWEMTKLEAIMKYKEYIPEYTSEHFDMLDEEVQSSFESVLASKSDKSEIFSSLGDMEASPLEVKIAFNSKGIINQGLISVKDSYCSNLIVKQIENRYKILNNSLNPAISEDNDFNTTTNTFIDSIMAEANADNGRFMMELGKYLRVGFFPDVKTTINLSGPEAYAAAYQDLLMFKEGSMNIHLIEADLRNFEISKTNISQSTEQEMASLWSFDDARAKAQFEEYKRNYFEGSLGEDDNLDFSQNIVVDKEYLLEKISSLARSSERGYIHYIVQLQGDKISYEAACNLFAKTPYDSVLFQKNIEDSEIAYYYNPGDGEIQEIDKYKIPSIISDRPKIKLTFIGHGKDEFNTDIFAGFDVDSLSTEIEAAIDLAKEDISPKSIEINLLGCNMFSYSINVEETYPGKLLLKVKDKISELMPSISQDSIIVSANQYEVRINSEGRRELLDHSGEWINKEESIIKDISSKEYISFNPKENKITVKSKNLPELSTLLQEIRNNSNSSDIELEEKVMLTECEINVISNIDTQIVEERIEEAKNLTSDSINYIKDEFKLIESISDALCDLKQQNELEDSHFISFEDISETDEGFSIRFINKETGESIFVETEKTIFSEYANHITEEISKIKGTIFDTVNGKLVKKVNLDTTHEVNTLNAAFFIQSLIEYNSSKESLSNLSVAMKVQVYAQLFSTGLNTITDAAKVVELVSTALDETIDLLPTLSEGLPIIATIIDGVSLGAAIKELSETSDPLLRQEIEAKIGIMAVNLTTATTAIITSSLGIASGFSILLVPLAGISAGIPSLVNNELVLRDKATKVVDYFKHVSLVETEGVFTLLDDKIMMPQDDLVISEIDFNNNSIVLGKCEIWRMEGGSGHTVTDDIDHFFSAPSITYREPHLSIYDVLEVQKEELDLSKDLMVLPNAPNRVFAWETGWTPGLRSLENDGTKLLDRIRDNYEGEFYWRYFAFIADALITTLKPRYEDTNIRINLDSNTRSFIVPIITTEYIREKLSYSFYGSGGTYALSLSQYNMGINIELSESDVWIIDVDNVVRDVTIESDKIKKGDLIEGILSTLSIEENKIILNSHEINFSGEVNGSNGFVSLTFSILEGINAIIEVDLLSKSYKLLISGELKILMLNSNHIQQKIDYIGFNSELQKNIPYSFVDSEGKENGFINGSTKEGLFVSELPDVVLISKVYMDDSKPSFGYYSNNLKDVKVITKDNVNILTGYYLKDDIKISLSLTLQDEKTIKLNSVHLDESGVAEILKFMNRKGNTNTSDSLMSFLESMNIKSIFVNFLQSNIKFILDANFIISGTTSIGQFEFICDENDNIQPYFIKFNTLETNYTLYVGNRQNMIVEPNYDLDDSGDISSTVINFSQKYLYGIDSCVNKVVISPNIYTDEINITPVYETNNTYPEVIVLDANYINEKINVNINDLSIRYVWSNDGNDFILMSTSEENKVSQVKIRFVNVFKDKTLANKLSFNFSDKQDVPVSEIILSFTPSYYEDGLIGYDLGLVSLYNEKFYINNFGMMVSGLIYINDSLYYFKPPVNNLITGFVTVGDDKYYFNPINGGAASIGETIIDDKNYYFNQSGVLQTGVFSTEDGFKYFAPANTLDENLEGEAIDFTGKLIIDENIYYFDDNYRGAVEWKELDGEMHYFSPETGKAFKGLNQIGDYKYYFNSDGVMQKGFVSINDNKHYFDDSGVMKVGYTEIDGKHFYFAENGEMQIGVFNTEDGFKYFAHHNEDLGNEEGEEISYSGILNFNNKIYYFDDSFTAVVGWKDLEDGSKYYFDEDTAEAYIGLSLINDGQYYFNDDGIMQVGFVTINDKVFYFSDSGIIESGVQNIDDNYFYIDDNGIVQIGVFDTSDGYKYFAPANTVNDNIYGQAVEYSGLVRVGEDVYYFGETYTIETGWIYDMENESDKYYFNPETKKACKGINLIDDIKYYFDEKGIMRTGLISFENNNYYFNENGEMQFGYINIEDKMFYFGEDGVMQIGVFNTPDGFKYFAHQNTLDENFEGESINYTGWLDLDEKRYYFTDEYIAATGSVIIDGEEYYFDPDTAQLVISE
CCHFV vOTU inh: CCHFV vOTU protease inhibition | Pep-AMC fluorescence | inhibition, % at 11.5 µM | 0.55% of 370,000 active | AID 651958; in the data active = inhibition above about 30%; also: 0% = vehicle wells with enzyme and 100% = no enzyme wells
Active calls of the source: *; & = joins results of further samples.

canonical_smiles	TcdB GH inh	CCHFV vOTU inh
COCc1[nH]nc2c1C(c1ccc(F)cc1)N(c1ccc(OC)cc1)C2=O (stereo not drawn)	-2.2	22.1
Cc1cccc(C)c1NC(=O)C(c1cc2ccccc2o1)N1CCC(c2ccccc2)CC1 (stereo not drawn)	-1.1	0.9
COCc1[nH]nc2c1C(c1ccc(C)cc1)NC2=O (stereo not drawn)	1.1	-1.6
Oc1cccc(CN2CCN(c3ncc(Cc4ccccc4)cn3)CC2)c1	-10.3	20.8
Cc1ccc(C)c(N2CCN(C3C(=O)Nc4ccccc4-n4nnnc43)CC2)c1 (stereo not drawn)	1.5	21.6
CN(C)c1cccc2c(S(=O)(=O)NCC3CCN(C(=O)C(=O)c4cc5ccccc5o4)CC3)cccc12	0.1	6.8
CC(C)C[C@H]1COc2c(Cl)cccc2S(=O)(=O)N1	0.1	-6.3
COc1ccc(-c2ccc3c(n2)CCCN3Cc2ccccc2C(F)(F)F)cc1	-1.9	-66.2
CCc1c(-c2ccccc2F)ncn1CCc1ccccc1OC	1.9	11.3
Cc1ccc(-c2nc3c4ccccc4ccn3c2Cc2cccc(F)c2)cc1	-0.1	18.6

canonical_smiles	TcdB GH inh	CCHFV vOTU inh
COC(=O)C1=C(C)N(Cc2ccc(Br)cc2)C(=S)NC1c1ccc(OC)cc1 (stereo not drawn)	1.2	3.0
Cc1ccccc1NC(=O)C1C(=O)Nc2ccccc2C(=O)N1Cc1ccccc1 (stereo not drawn)	0.7	3.3
CCN(Cc1ccccc1)C(=O)Nc1c(Cl)cccc1Cl	0.0	5.5
CC(C)(C)NC(=O)C(c1ccccc1F)n1c(=O)c(-c2ccccc2)nc2ccccc21 (stereo not drawn)	0.2	3.3
CSc1nn(CCC#N)c(=O)[nH]c1=O	0.8	16.4
COC(=O)C1(C(=O)OC)c2cc3c(cc2CN(S(=O)(=O)c2ccc(C)cc2)C1CC(C)=O)OCO3 (stereo not drawn)	1.3	2.4
CCOC(=O)N1CCN(C(=O)C[C@@H]2C[C@@]3(C(=O)OC)CC(C)(C)CC=C3N(Cc3ccc4c(c3)OCO4)C2=O)CC1	1.3	1.7
COC(=O)c1ccc2nc(-c3ccco3)c(Cc3ccccc3OC)n2c1	0.0	27.7
COc1ccc(NC(=O)C(c2cccc3ccccc23)n2c(=O)c(-c3ccco3)nc3ccccc32)cc1 (stereo not drawn)	1.2	8.7
COCCNC(=O)c1c(N)[nH]c(C(=O)c2ccc(Br)cc2)c1-c1ccc(Br)cc1	0.9	18.4

The final 6 entries of the part before lead into the next:
canonical_smiles	TcdB GH inh	CCHFV vOTU inh
CSc1nn(CCC#N)c(=O)[nH]c1=O	0.8	16.4
COC(=O)C1(C(=O)OC)c2cc3c(cc2CN(S(=O)(=O)c2ccc(C)cc2)C1CC(C)=O)OCO3 (stereo not drawn)	1.3	2.4
CCOC(=O)N1CCN(C(=O)C[C@@H]2C[C@@]3(C(=O)OC)CC(C)(C)CC=C3N(Cc3ccc4c(c3)OCO4)C2=O)CC1	1.3	1.7
COC(=O)c1ccc2nc(-c3ccco3)c(Cc3ccccc3OC)n2c1	0.0	27.7
COc1ccc(NC(=O)C(c2cccc3ccccc23)n2c(=O)c(-c3ccco3)nc3ccccc32)cc1 (stereo not drawn)	1.2	8.7
COCCNC(=O)c1c(N)[nH]c(C(=O)c2ccc(Br)cc2)c1-c1ccc(Br)cc1	0.9	18.4
N#Cc1cccc(C(=O)C(=O)N2CCC(c3ccccc3)CC2)c1	-2.3	6.2
CCOC(=O)N(C)[C@H]1C[C@H]2c3[nH]c4c(-c5ccccc5)cccc4c3CCN2C(=O)[C@H]1[C@H](C)O	1.1	-3.7
COc1ccc(S(=O)(=O)N2CCCc3nc(-c4ccccc4)ccc32)cc1	1.1	-5.8
O=C1c2[nH]nc(-c3ccccc3)c2C(c2ccccc2)N1c1ccccc1 (stereo not drawn)	1.3	9.7
COC(=O)C[C@H]1CC[C@@H]2[C@H](COC[C@H](O)CN2S(=O)(=O)c2ccccc2OC)O1	0.6&-0.3	17.8
CC(C)(C)c1ccc(C#C[C@@H]2C=C[C@@H](O)[C@@H](CO)O2)cc1	0.3	8.0
CCCNC(=O)C[C@@H]1CC[C@H]2NC[C@H](O)COC[C@@H]2O1	0.0&1.6	-0.7
CC(C)(C)S(=O)N1C[C@@H]2CC(=O)C(c3ccccc3)=C2[C@H]1CCO (stereo partly drawn)	2.2	3.3
Nc1nc2c(ncn2[C@@H]2O[C@H](C(=O)NCCc3c[nH]c4ccccc34)[C@@H](O)[C@H]2O)c(=O)[nH]1	-10.9	-0.4
COC(=O)C1=C(C)N(C)C(=NCc2ccc(OC)cc2)NC1c1ccc(F)cc1 (stereo not drawn)	1.7	0.6

canonical_smiles	TcdB GH inh	CCHFV vOTU inh
COC(=O)C1=C(C)N(Cc2ccc(Br)cc2)C(=S)NC1c1cccc(OC)c1 (stereo not drawn)	0.6	-1.9
CCc1c(-c2ccc(OC)cc2)ncn1Cc1cccc(-c2ccccc2)c1	0.1	7.3
C=CCCC1CN(Cc2ccc(OC)cc2)S(=O)(=O)c2c(cccc2N2CCCCC2)O1 (stereo not drawn)	1.7	4.8
O=[N+]([O-])c1c(Cl)cc(Cl)cc1Cl	-0.6	-1.8
O=S1(=O)N[C@@H](Cc2ccccc2)COc2cc(NCCCN3CCOCC3)ccc21	0.0	1.8
COCCN1Cc2cc(C(=O)OC)c3c(c2C1=O)c1cc(OC)ccc1n3S(C)(=O)=O	0.8	0.8
COC(=O)c1cc(=O)nc(NN=Cc2ccccc2O)s1	0.2	4.6
CCCCCCCCN1C(=O)[C@H](CC(=O)N2CCCC2)C[C@@]2(C(=O)OC)CC(C)(C)CC=C12	1.7	21.1
O=C(NCc1cccc(C(F)(F)F)c1)C1C(=O)Nc2ccccc2C(=O)N1C1CCCC1 (stereo not drawn)	0.3	12.5
COC(=O)C1=C(C)N(C)C(=NCc2cccc(C(F)(F)F)c2)NC1c1cccc(F)c1 (stereo not drawn)	1.4	-3.6

canonical_smiles	TcdB GH inh	CCHFV vOTU inh
CC(C)c1ccc(Oc2cccc3c2S(=O)(=O)N([C@H](C)c2ccccc2)C[C@@H](COCc2ccccc2)O3)cc1	0.1	0.2
CN1C(=O)c2cc(NC(=O)Nc3ccccc3)ccc2OC[C@H]2O[C@@H](CC(=O)NC3CCC3)CC[C@@H]21	-0.7	-4.0
CCCCCCCCN1C(=O)[C@@H](CC(=O)NCc2ccccc2)C[C@@]2(C(=O)OC)C1=C[C@H](C1CCCC1)O[C@@H]2C	-0.5	16.3
COc1ccc(NC(=O)C(C2CC2)n2c(=O)c(-c3ccccc3)nc3ccccc32)cc1 (stereo not drawn)	-0.1	0.7
C=CCCC1CN(Cc2ccc(OC)cc2)S(=O)(=O)c2c(Oc3cc(C)c(C)c(C)c3)cccc2O1 (stereo not drawn)	0.9	9.2
COC(=O)C[C@@H]1CC[C@@H]2[C@@H](COc3ccc(NS(=O)(=O)c4ccc(F)cc4)cc3C(=O)N2C)O1	-0.3	-2.2
COc1cc(CC2COC(=O)C2Cc2ccc(O)c(OC)c2)ccc1O (stereo not drawn)	1.7	-3.5
CCCN1C(=O)c2[nH]nc(-c3ccccc3)c2C1c1ccc(Br)cc1 (stereo not drawn)	0.4	17.3
Cc1cc(N2CCNC[C@H]2C)ccc1N1CCN[C@@H](C)C1	-1.1	1.6
C#CCNc1cccc2c1S(=O)(=O)N[C@H](C)CO2	-0.3	-12.4

As entered above.
CCCN1C(=O)c2[nH]nc(-c3ccccc3)c2C1c1ccc(Br)cc1 (stereo not drawn) @ CCHFV vOTU inh = 17.3
COc1cc(CC2COC(=O)C2Cc2ccc(O)c(OC)c2)ccc1O (stereo not drawn) @ CCHFV vOTU inh = -3.5

The results go on.
canonical_smiles	TcdB GH inh	CCHFV vOTU inh
COc1cc(C(=O)N2CCC(N3CCN(C)CC3)CC2)ccc1Nc1ncc2c(n1)N(C)c1ccccc1C(=O)N2C	1.5	2.0
F[B-](F)(F)COCc1ccccc1C#Cc1ccccc1	-1.6	8.0
O=C(N[C@H](C(=O)N1CCC[C@H]1C(=O)NCCc1ccccc1Cl)C1CCCCC1)C1CC1	-0.2	4.1
O=S1(=O)CCSC[C@@H](CN2CCN(c3ccccc3)CC2)N1	1.0	11.7
COC(=O)[C@@]12C[C@@H](CC(=O)NCc3cccc4ccccc34)C(=O)N(Cc3ccco3)C1=CCC(C)(C)C2	0.5	12.3
O=C(NC1CCCC1)C(C1CC1)n1c(-c2ccnc3ccccc23)nc2ccccc21 (stereo not drawn)	-0.5	-10.3
Cc1cc(N2CCN(C(=O)OC(C)(C)C)C[C@@H]2C)ccc1N1CCS(=O)(=O)CC1	0.2	-5.4
Nc1sccc1C(=O)NCc1ccccc1	0.9	2.1
CCOC(=O)/C(=C\Nc1cccc(OCc2ccccc2)c1)NC(=O)c1ccccc1	0.9	1.1
CC(C(=O)NC1CCCC1)n1c(-c2ccccn2)nc2ccccc21 (stereo not drawn)	1.3	-5.0

canonical_smiles	TcdB GH inh	CCHFV vOTU inh
Nc1nc2ncccc2cc1C(=O)NC1CC1	-6.4	-166.9
COc1ccccc1N	0.3	7.4
CCOc1cc(-c2ccccc2)nc2c1CN(S(=O)(=O)c1ccc(C)cc1)C(c1cccc(Cl)c1)C2 (stereo not drawn)	-0.2	-0.8
COC(=O)C1=C(C)N(Cc2cccc(C(F)(F)F)c2)C(=NCC2CC2)NC1c1cccc(C(F)(F)F)c1 (stereo not drawn)	2.3	22.9
COC(=O)C1=C(C)N(Cc2ccccc2C(F)(F)F)C(=NCc2ccc(OC)cc2)NC1c1ccccc1 (stereo not drawn)	-1.4	13.6
O=C(Cc1c[nH]c2ccccc12)Nc1ccc(Nc2cccnc2)c(-c2ccc(Oc3ccccc3)cc2)c1	-1.0	4.2
COC(=O)C1=C(C)N(Cc2cccc(C(F)(F)F)c2)C(=NCc2ccc(C(F)(F)F)cc2)NC1c1ccc(Cl)cc1 (stereo not drawn)	0.5	15.0
CN(C(=O)c1cccc(NC(=O)Cc2ccc(NC(=O)C3CCCN(C(=O)c4ccccc4)C3)cc2)c1)C1CC1 (stereo not drawn)	2.2	8.4
C[C@]12Cc3ccccc3C1CC1=N[C@@H](c3ccc(C(F)(F)F)cc3)O[C@@]13C[C@@H]2C(=O)N3C1CCN(Cc2ccccc2)CC1 (stereo partly drawn)	1.0	7.1
CCN=C1NC(CCc2ccccc2)C(C(=O)OC)=C(C)N1Cc1ccc(C(F)(F)F)cc1 (stereo not drawn)	1.6	4.7

canonical_smiles	TcdB GH inh	CCHFV vOTU inh
COc1ccc2nc(-c3ccc(CN4CCC(n5c(=O)[nH]c6cc(Cl)ccc65)CC4)cc3)c(-c3ccccc3)nc2c1	0.7	5.3
C[C@H]1[C@H](c2ccccc2)Oc2cc(Br)ccc2S(=O)(=O)N1Cc1cccc(F)c1	-0.1	-7.8
Cc1ccc(C(=O)NC2CCCCN(C)C2=O)c(C)c1 (stereo not drawn)	0.9	-10.9
CCCCOCC1CN(CCCC)S(=O)(=O)c2c(cccc2N2CCCCC2)O1 (stereo not drawn)	-4.4	15.7
Cc1ccc(S(=O)(=O)N2CCCc3nc(C)c(C)cc32)cc1	1.6	-7.5
CC(C)(C)S(=O)(=O)N1C[C@@H]2CC(=O)C=C2[C@H]1CCO	-6.9	0.5
CCOC(=O)CC1(C)Sc2ccccc2N1S(=O)(=O)c1ccc(C)cc1 (stereo not drawn)	-0.2	17.5
CC(C)NC1(c2ccccc2)CCCCC1	0.4	0.8
NC(=O)c1ncn([C@@H]2O[C@H](C(=O)N[C@H](Cc3ccccc3)C(=O)O)[C@@H](O)[C@H]2O)n1	-0.5	3.6
O=C(Cc1cn(Cc2ccccc2)c2ccccc12)Nc1ccc(Oc2cccnc2)cc1	0.8	5.7

canonical_smiles	TcdB GH inh	CCHFV vOTU inh
Cc1ccc(S(=O)(=O)Nc2ccc(F)c(F)c2O)cc1	0.0	3.1
COCc1cc(N2CCN(C(=O)OC(C)(C)C)C[C@@H]2C)ccc1N1CCN(Cc2ccccc2)[C@H](C)C1	-6.3	27.6
CCCN(C(=O)c1cn(CCC)c2ccccc12)c1ccc(Oc2cccnc2)cc1	-7.0	38.3*
CCCCCCCCN1C(=O)[C@@H](CC(=O)N2CCN(C(=O)OCC)CC2)C[C@@]2(C(=O)OC)C1=C[C@H](C1CCCC1)O[C@@H]2C	0.8	7.8
C=CCN=C1NC(c2cccc(F)c2)C(C(=O)OC)=C(C)N1Cc1cccc(C(F)(F)F)c1 (stereo not drawn)	1.0	7.4
COc1ccc(CN2C(=O)CN(S(C)(=O)=O)CC2(C)C(=O)NC(C)C)cc1 (stereo not drawn)	1.1	12.0
CN1CCCCC(NC(=O)COCc2ccccc2)C1=O (stereo not drawn)	0.7	-0.9
CC(=O)NCC1=C(c2ccc(S(C)(=O)=O)cc2)C[C@@H]2CC[C@H]1N2CCOc1ccccc1	-1.4	-4.4
CC(C)C[C@@H]1COc2cccc(N3CCCC3)c2S(=O)(=O)N1	0.5	-0.1
O=C(Cc1c[nH]c2ccccc12)Nc1ccc(Nc2cccnc2)c(-c2ccc(F)c(F)c2)c1	0.9	9.1

canonical_smiles	TcdB GH inh	CCHFV vOTU inh
O=S1(=O)c2c(cccc2N2CCCC2)O[C@H](COCc2ccccc2)CN1C1CC1	0.3	-4.1
Cc1ccc(C(=O)N2CCC[C@@H]2C(=O)N2CCC[C@H]2C(=O)NCc2ccccc2)cc1	0.1	2.6
COc1ccc(C2=Nc3ccccc3N(C(=O)c3ccc(C(F)(F)F)cc3)C2C(=O)NCc2ccccc2)cc1 (stereo not drawn)	1.0	14.6
C=CCN1C(=O)c2n[nH]c(C)c2C1c1ccc(C)cc1 (stereo not drawn)	2.1	-5.9
O=C(N[C@@H](Cc1cccnc1)C(=O)N1CCC[C@H]1C(=O)NCCc1ccccc1Cl)c1ccc(Cl)cc1Cl	0.3	-2.4
COC(=O)C[C@@H]1C=C[C@@H](NS(=O)(=O)c2ccccc2OC)[C@@H](CO)O1	-0.9	-2.0

A portion of the library; the hit share may differ from the screen's.
